From PubChem BioAssay
TAAR1 antag: human TAAR1 antagonism; 360,000 compounds, 1.5% hits; Q96RJ0; CHO RD-HGA16 TAAR1, Fluo-8 calcium fluorescence, antagonist; inhibition, % at 3 µM;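 active = inhibition above a per-plate cutoff, the mean inhibition of test compounds on that plate plus 3 SD, cut at about 49% in these data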;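 also: 0% = DMSO plus EC80 beta-PEA response and 100% = DMSO alone without agonist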
Target sequence (Q96RJ0 whole entry, looked up): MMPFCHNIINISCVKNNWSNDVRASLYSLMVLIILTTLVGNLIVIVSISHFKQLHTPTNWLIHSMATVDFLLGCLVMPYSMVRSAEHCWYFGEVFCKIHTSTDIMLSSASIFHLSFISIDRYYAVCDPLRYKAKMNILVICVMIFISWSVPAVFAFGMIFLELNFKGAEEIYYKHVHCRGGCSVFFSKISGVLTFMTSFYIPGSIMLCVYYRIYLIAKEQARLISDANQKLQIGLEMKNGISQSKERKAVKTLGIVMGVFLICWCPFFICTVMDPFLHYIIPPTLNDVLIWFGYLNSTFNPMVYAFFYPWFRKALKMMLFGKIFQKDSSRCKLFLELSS
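test system = CHO RD-HGA16 cells bearing hTAAR1 | replication = singlicate | controls = DMSO-only wells and EC80 β-PEA-stimulated wells | reagent = EC80 β-phenethylamine stimulus | read-out basis = percent inhibition of PEA-evoked calcium signal, max/basal emission ratio | schedule = seeding 17-24 h prior, 75-min 37 °C, 30-min RT dye loading | signal = kinetic Fluo-8 calcium fluorescence measurement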
M1 ag parental: counter-screen for M1 agonists: effect in parental CHO-K1 cells | Fluo-8 calcium fluorescence; scaled to maximal ATP response, vehicle zero | activation, % at 3 µM | 360,000 compounds, 0.48% hits | AID 602248; in the data active = activation above about 15%;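 also: untransfected CHO-K1 host cells lacking M1 receptor as counterscreen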
CHO parental Ca: counter-screen: ATP calcium response change in parental CHO cells; parental CHO-K1, ATP-induced calcium, Fluo-8 fluorescence; inhibition, % at 5.6 µM; 330,000 compounds, 0.63% hits; AID 463079;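 active = inhibition above that plate's mean sample inhibition plus 3 SD, cut at about 26% in these data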;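 also: 0% = ATP-challenged DMSO wells and 100% = DMSO wells without ATP; some compounds past the cut are filed as inactive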
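Test system: parental CHO cells; detection: calcium-sensitive Fluo-8 fluorescence; evaluation: percent inhibition of calcium signal; also added: ATP as calcium-mobilizing challenge; repeats: one well per compound; control set: ATP-challenged DMSO wells low, unchallenged DMSO wells high; compound: single nominal dose of 5.6 µM per compound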
M1 antag: blocks human M1 muscarinic receptor; P11229; CHO-K1 hM1, Fluo-8 calcium fluorescence, ACh EC80 antagonist; inhibition, % at 3 µM; 360,000 compounds, 1.3% hits; AID 588852;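 active = percent inhibition above its own plate's cutoff, namely the mean of that plate's compound wells plus 3 SD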;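 also: peak over basal fluorescence ratio during 140 s after agonist addition; 0% = ACh EC80 plus DMSO and 100% = DMSO alone without agonist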
TAAR1 ag: agonists of human TAAR1; AID 624467; activation, % at 3 µM; CHO RD-HGA16 TAAR1, Fluo-8 calcium fluorescence; vehicle wells 0%, saturating PEA agonist 100%; 360,000 compounds, 0.99% hits;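 active = activation above the mean activation of all test compounds in the run plus 3 SD, cut at about 38% in these data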
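Test system: RD-HGA16 (CHO) cells co-expressing Gα16 and hTAAR1 | Doses: Single dose, 3 µM | Schedule: 17-24 h seeding, 75 min 37 °C dye, 30 min RT | Evaluation: % activation from peak over basal fluorescence ratio, DMSO-to-PEA scaled | Technique: Kinetic Fluo-8 calcium fluorescence | Benchmarks: Low control DMSO, high control PEA (EC100)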
OXTR potentiate: potentiates the human oxytocin receptor response; CHO-OTR cells, Fluo-8 calcium fluorescence, potentiator mode; 0% = oxytocin EC15, 100% = EC100; 320,000 compounds, 0.061% hits; activation, % at 3 µM;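 active = activation above that plate's cutoff, the mean activation of tested compounds plus 3 SD, cut at about 6.6% in these data, passing the limit was not always enough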;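 also: 100% uses oxytocin at 75 nM as the full agonist control; some results filed as inactive read as strong as hits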
Target sequence (P30559 whole entry, looked up): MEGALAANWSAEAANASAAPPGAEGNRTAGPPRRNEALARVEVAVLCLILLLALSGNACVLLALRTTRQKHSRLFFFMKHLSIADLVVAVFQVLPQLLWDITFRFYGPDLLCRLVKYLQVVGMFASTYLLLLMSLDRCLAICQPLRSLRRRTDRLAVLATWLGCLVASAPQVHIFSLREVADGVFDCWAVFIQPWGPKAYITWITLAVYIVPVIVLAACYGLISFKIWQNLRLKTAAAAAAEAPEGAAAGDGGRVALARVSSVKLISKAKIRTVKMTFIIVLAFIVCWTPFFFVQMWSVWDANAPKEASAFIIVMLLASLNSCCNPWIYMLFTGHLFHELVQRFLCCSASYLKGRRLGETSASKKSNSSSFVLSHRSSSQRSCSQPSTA
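Material: human OTR in CHO cells. Compound: 3.0 µM, one dose. Timing: compound 6 min at room temperature before oxytocin, 100 s read. Evaluation: % activation of max/min ratio relative to oxytocin controls. Replication: single well per compound, singlicate. Signal: Fluo-8 calcium dye fluorescence.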
CHO-K1 Ca antag: counter-screen for M1 antagonists: effect in parental CHO-K1 cells | ATP-induced calcium, Fluo-8 fluorescence | inhibition, % at 3 µM | 360,000 compounds, 0.6% hits | AID 602250;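 active = inhibition above a per-plate cutoff, the plate's mean sample inhibition plus 3 SD, cut at about 24% in these data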;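 also: 0% = DMSO plus EC80 ATP and 100% = DMSO alone without ATP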
M1 PAM parental: M1 PAM counterscreen hit in parental CHO-K1 cells; ATP EC20, Fluo-8 calcium fluorescence; 0% at ATP EC20, 100% at ATP max; activation, % at 3 µM; 360,000 compounds, 0.02% hits;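 active = activation above the run cutoff, the mean activation of all test compounds plus 3 SD, cut at about 40% in these data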;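 also: peak over basal fluorescence ratio in a 140 s read after ATP addition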
M1 ag: activates human CHRM1 receptor. P11229. CHO-K1 hM1, Fluo-8 calcium fluorescence, agonist mode; 0% DMSO, 100% acetylcholine EC100. activation, % at 3 µM. 360,000 compounds, 0.33% hits. AID 588814;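 active = activation above the run's mean compound activation plus 3 SD, cut at about 16% in these data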;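 also: peak over basal fluorescence ratio within a 140 s kinetic read after compound addition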
Starred values were filed as active, the others as inactive; / = no result given.

SMILES	TAAR1 antag	M1 ag parental	CHO parental Ca	M1 antag	TAAR1 ag	OXTR potentiate	CHO-K1 Ca antag	M1 PAM parental	M1 ag
Cc1ccc(S(=O)(=O)N2C[C@H]3[C@H]4C(=O)N(c5ccccc5)C(=O)[C@H]4CC(=O)[C@H]3[C@@H]2c2ccc(Cl)cc2)cc1	-18	1.0	/	-20	3	/	-1	5	-2
CCOC(=O)N1CCN(C(=O)c2ccccc2NC(=O)c2ccc(C(C)(C)C)cc2)CC1	-1	1.5	-12	-4	2	0	-4	10	-10
COc1ccc(C(=O)NCc2nnc(SCC(=O)Nc3cc(C)on3)o2)cc1OC	-15	2.9	2	2	1	-2	2	12	-4
CC1=C(C#N)C(c2ccccc2)C2=C(N1)c1ccccc1C2=O (stereo not given)	-9	0.3	-7	-5	0	-3	-6	7	-8
CC(=O)c1cccc(NC(=O)c2ccc(S(=O)(=O)N3CCCC3)cc2)c1	3	2.0	-7	25*	1	-5	-6	-16	-11
COc1ccc(OCC(=O)Nc2cccc3cccnc23)cc1	16	0.0	-24	-9	-1	-3	13	-4	-7
CC1CCN(C(=O)CSc2nnc(CNC(=O)c3ccc(F)cc3)o2)CC1	0	0.7	-9	-12	-1	-4	-3	15	-2
Cc1cc(C)cc(N(CC(=O)NC2CC3CCC2C3)S(C)(=O)=O)c1 (stereo not given)	-6	0.5	-8	-7	1	0	0	14	-2
CCOC(=O)CC1C(=O)NCCN1C(=O)c1ccc(Cl)cc1 (stereo not given)	-9	0.2	0	-9	2	-5	-12	5	-2
Cc1c(O)cc2c(c1O)C(=O)CC(c1ccccc1)O2 (stereo not given)	8	26*	100*	102*	0	-10	85*	-14	58*
CCOC(=O)C1=C(COC(=O)c2ccco2)NC(=O)NC1CC (stereo not given)	3	0.3	0	-14	0	-3	-4	-8	-1
Fc1ccc(-c2nc3ccncc3[nH]2)cc1	-9	0.4	-1	-5	6	-6	-1	16	-4
O=[N+]([O-])c1ccc(NS(=O)(=O)c2cccc3cccnc23)cc1	1	2.1	1	-5	0	-13	4	-13	-3
CCCNC(=O)C1(C)CCN(CCOc2ccc(Cl)cc2)C1 (stereo not given)	-14	0.1	/	14	0	/	9	-13	-9
O=C(NCc1ccccc1Cl)C1CCC(=O)N(CCCN2CCCC2=O)C1 (stereo not given)	-1	0.5	-15	-14	1	0	-3	-9	-1
Cn1c(SCc2cccc(F)c2)nnc1-c1ccncc1	2	-0.1	-11	0	-1	-3	-9	-2	-7
O=C(O)c1[nH]c2ccccc2c1C(c1cccc(O)c1)c1c(C(=O)O)[nH]c2ccccc12	-18	2.1	-2	-13	-1	-6	-6	2	-7
O=C(COc1ncnc2cc(Cl)ccc12)c1ccccc1	-27	0.6	-8	-5	1	0	-6	12	-4
CCC(C)NS(=O)(=O)c1ccc(OCC(=O)NCc2ccc3c(c2)OCO3)cc1 (stereo not given)	5	0.5	-14	8	4	-15	7	-3	-2
COc1ccc(C(CC(=O)O)NC(=O)c2sc3ccccc3c2Cl)cc1 (stereo not given)	-1	0.3	-8	0	3	-1	18	-12	0
O=C(NCC1CCN(Cc2ccccc2F)CC1)C1CCCN(c2ncnc3c2nc2n3CCCCC2)C1 (stereo not given)	-26	0.0	-21	91*	-1	-4	-14	-7	-6
O=C1NC[C@@H](CCCCN2C[C@H](Cc3ccccc3)N(CC3CCCCC3)C(=O)C2=O)N(CC2CCCCC2)C1=O	-7	35*	/	/	37	/	-18	9	/
O=C(c1ccccc1)N(c1ccccc1)c1nccc2ccccc12	0	0.4	/	-8	1	/	-1	14	-5
COc1ccc(C(=O)COC(=O)c2ccc3c(c2)OCCO3)c(OC)c1	-14	0.6	/	-14	4	/	11	-7	-3
COc1ccc(N2CCN(CC(O)COC(c3ccc(F)cc3)c3ccc(F)cc3)CC2)cc1 (stereo not given)	-8	0.1	/	39*	0	/	-15	11	-11
Carrying on.
SMILES	TAAR1 antag	M1 ag parental	CHO parental Ca	M1 antag	TAAR1 ag	OXTR potentiate	CHO-K1 Ca antag	M1 PAM parental	M1 ag
Cc1ccc(CNS(=O)(=O)c2ccc3c(c2)NC(=O)CS3)cc1	-11	1.4	-5	-10	0	-4	-8	-5	0
COc1ccccc1-c1nnc(NC(=O)c2cccc(N3C(=O)CCC3=O)c2)o1	13	-0.2	-1	-7	1	-5	-3	16	-4
CN(C(=O)c1ccccc1)c1nc2ccccc2s1	-10	1.5	-19	-7	15	0	-4	20	-3
Nc1nc(N)nc(COc2ccccc2)n1	-4	-0.3	0	15	-1	-2	-2	9	-6
O=C1NC[C@@H](Cc2cccc3ccccc23)N(CCC23CC4CC(CC(C4)C2)C3)C1=O	-27	0.4	-30	-5	17	-3	-18	17	1
CC(C(=O)N1CCCC1)c1ccc([N+](=O)[O-])cc1 (stereo not given)	-12	-0.1	-11	-1	9	-5	-5	9	-9
Cc1ccc(C(C)C)cc1OCCN1CCCC1	-23	0.0	-14	53*	4	3	-4	-3	-11
CC(/C=C/c1ccco1)=N\NC(=O)c1cc(C)[nH]n1	2	0.3	-7	-11	13	1	-11	0	0
Cc1nc2c(-c3ccccc3)c(C)[nH]n2c(=O)c1Cl	-6	0.2	0	-10	2	-7	-3	12	-4
O=C(O)CC(NNC(=O)c1ccccc1)C(=O)Nc1cccc([N+](=O)[O-])c1 (stereo not given)	-24	0.5	-3	-14	0	-4	-10	8	-4
C[C@@H]1CCCCO[C@H](CN(C)C(=O)c2ccccc2)[C@@H](C)CN([C@H](C)CO)C(=O)c2cc(NC(=O)NC3CCCCC3)ccc2O1	13	0.6	/	-15	0	/	-10	12	-7
COc1ccccc1N1CCN(C/C(O)=C(\C#N)c2nc(-c3ccccc3)cs2)CC1	-7	2.0	-14	8	7	2	-10	22	-3
O=S(=O)(c1ccccc1)c1nc(NC2CC2)sc1Cl	-10	1.5	-15	3	-1	-5	-5	9	-6
CCCc1nnc(NC(=O)CCC(=O)N2CCN(S(=O)(=O)c3ccc(C)cc3)CC2)s1	-6	0.1	-12	-14	2	0	-10	27	-3
CN(CCOc1ccc(Cl)cc1)C(=O)C1CCN(C(=O)c2ccc(Cl)cc2)CC1	-15	3.8	-24	-13	1	-9	4	-6	0
Cc1cc(C(=O)N/N=C2\CCCc3ccccc32)c(C)o1	-11	-0.1	3	1	6	-8	13	0	-7
O=C(O)c1ccc2c(c1)C(=O)N(c1cc([N+](=O)[O-])ccn1)C2=O	-2	0.9	5	-6	-1	-8	-19	-1	-5
CCOC(=O)CNc1nc(Cl)c(C#N)s1	2	1.1	-5	-7	1	-2	-4	9	-4
Cc1cccc(C2c3[nH]c4ccccc4c3CCN2C(=O)c2cc3c([nH]c2=O)CCCC3)n1 (stereo not given)	-7	0.7	-11	-11	0	-16	-22	6	1
O=C(NCc1cccc(F)c1)C1CCN(S(=O)(=O)Cc2ccccc2)CC1	1	0.9	-8	21	13	-11	2	-2	0
O=C(CSc1nnc2ccc(-c3ccccc3)nn12)NCC1CCCO1 (stereo not given)	-19	0.0	7	-11	-1	-2	-14	21	-5
O=S(=O)(CCN1CCOCC1)c1ccc(OC(F)(F)F)cc1	-32	1.5	7	-13	2	-3	-4	3	-2
C[C@@H]1C[C@@H]2O[C@H]2/C=C\C=C\C(=O)Cc2c(Cl)c(O)cc(O)c2C(=O)O1	-4	0.0	-8	19	0	5	3	-6	-1
Cc1nnn(C23CC4CC(CC(C4)C2)C3)n1	22	-0.2	-6	9	11	0	-1	12	-4
CCN(CC(=O)NCCc1ccccc1)S(=O)(=O)c1ccccc1	14	0.6	-10	-6	7	-18	-3	14	-7

The closing 5 compounds of the part above come first, to join the parts:
SMILES	TAAR1 antag	M1 ag parental	CHO parental Ca	M1 antag	TAAR1 ag	OXTR potentiate	CHO-K1 Ca antag	M1 PAM parental	M1 ag
O=C(CSc1nnc2ccc(-c3ccccc3)nn12)NCC1CCCO1 (stereo not given)	-19	0.0	7	-11	-1	-2	-14	21	-5
O=S(=O)(CCN1CCOCC1)c1ccc(OC(F)(F)F)cc1	-32	1.5	7	-13	2	-3	-4	3	-2
C[C@@H]1C[C@@H]2O[C@H]2/C=C\C=C\C(=O)Cc2c(Cl)c(O)cc(O)c2C(=O)O1	-4	0.0	-8	19	0	5	3	-6	-1
Cc1nnn(C23CC4CC(CC(C4)C2)C3)n1	22	-0.2	-6	9	11	0	-1	12	-4
CCN(CC(=O)NCCc1ccccc1)S(=O)(=O)c1ccccc1	14	0.6	-10	-6	7	-18	-3	14	-7
CCCCOC(=O)N/N=C/C=C/c1ccccc1	22	0.1	-4	3	-1	3	-10	18	-4
COC(=O)/C=C1\N/C(=N\c2nc(C)cc(C)n2)N(c2ccc(C)c(C)c2)C1=O	-16	0.6	-10	-7	1	-5	-15	21	-5
COc1cccc(-c2noc(-c3ccoc3C)n2)c1	-14	-0.2	-17	-1	-1	-1	-10	2	-1
CC(C)c1nnc(NC(=O)CCC(=O)NC2CCCCCCC2)s1	8	-0.4	0	-3	4	0	-5	-8	-5
CCOC(=O)c1ccc(S(=O)(=O)N2CCN(C3CC(=O)N(c4ccc(OC)cc4)C3=O)CC2)cc1 (stereo not given)	4	0.2	/	-4	8	/	-15	14	-7
Cc1c(C(=O)N2CCN(C/C=C/c3ccccc3)CC2)oc2c(F)cccc12	-28	0.1	-41	-2	-5	-4	-3	-5	-4
Cc1ccc(SCCC(=O)N2CCCC2)cc1	6	8.4	-7	-4	0	3	-1	12	-5
OCC1CSC(=S)N1Cc1ccccc1 (stereo not given)	/	3.2	/	-12	/	/	-7	24	-6
CN(c1ccccc1)c1nc(N)c([N+](=O)[O-])c(N2CCCCC2)n1	-2	0.7	-16	2	6	-10	-6	3	-3
CCOc1ccc2nc(SCC(=O)NCc3ccc4c(c3)OCO4)[nH]c2c1	-22	0.6	-21	1	1	-4	-15	2	-9
CCCCn1c(N)c(N(CC(C)C)C(=O)Cn2c(=O)oc3ccccc32)c(=O)[nH]c1=O	-14	1.8	-12	-11	4	-6	-6	13	-4
S=c1[nH]nc(-c2ccncc2)n1/N=C/c1cn(-c2ccccc2)nc1-c1ccc(Cl)cc1	-9	0.7	-25	-27	0	-1	-1	4	1
Cc1ccc(OCCNC(=O)CN2C(=O)NC3(CCCC3)C2=O)cc1	-22	-0.4	-12	-7	2	0	7	-13	-4
